AMA1 RON2 block: inhibitors of Plasmodium falciparum AMA1-RON2 interaction; AID 720542; 0.2% of 360,000 active; AlphaScreen AMA1-biotinylated RON2 peptide binding; Potency, µM (series often up to 58.2 µM), inactives show at the top dose activity change, negative = inhibition, actives largely listed as inhibitors;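 also: potency is read from the fitted curve at half-maximal effect; 0% = vehicle wells and -100% = peptide control; nearly all actives have a fitted effect of over 45% in size; some results filed as inactive show a strong effect at the top dose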
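AMA1 (3D7) with his tag at 25 nM final met compounds first, then biotinylated RON2 peptide at 25 nM; detection used donor plus acceptor beads, 10 µg/mL apiece, read by AlphaScreen after 30 min at room temperature.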
Sm TGR inh: blocks Schistosoma mansoni thioredoxin glutathione reductase; 3% of 360,000 active; AID 485364; Potency, µM (doses to about 114 µM), without a hit: at the top dose activity change, negative = inhibition, most hits filed as inhibitors; Q962Y6; purified TGR, DTNB reduction, TNB absorbance 405 nm; also: potency is read from the fitted curve at half-maximal effect; nearly all actives have a fitted effect of over 60% in size
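Kinetic colorimetric format: TGR-catalysed, NADPH-driven DTNB reduction monitored via TNB absorbance. Enzyme dispensed at 20 nM; compound exposure 15 min at room temperature before reaction start.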
Giardia FBPA inh: blocks Giardia fructose-bisphosphate aldolase activity. A8B2U2. purified Giardia FBPA. Potency, µM (highest dose often 59.6 µM), inactives show at the top dose activity, negative = inhibition, actives largely listed as inhibitors. 0.71% of 290,000 active; also: potency is read from the fitted curve at half-maximal effect; nearly all actives have a fitted effect of over 55% in size
Target sequence (A8B2U2 whole entry, looked up): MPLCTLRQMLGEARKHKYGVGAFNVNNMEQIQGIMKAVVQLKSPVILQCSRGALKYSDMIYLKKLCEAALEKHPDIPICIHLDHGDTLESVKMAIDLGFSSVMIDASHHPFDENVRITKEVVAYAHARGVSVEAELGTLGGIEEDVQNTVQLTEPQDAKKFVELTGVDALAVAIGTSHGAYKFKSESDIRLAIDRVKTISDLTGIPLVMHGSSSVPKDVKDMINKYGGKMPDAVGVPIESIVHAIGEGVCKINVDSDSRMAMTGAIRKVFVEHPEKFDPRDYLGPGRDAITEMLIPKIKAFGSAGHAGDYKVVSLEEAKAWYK
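40 nM FBPA preincubated 10 min at RT with compound (up to 57.5 uM final), then substrate plus GAPDH/TPI/NAD/arsenate coupling and diaphorase/resazurin added. Fluorescence read after 20 min at RT, 525/598 nm.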
AmpC inh no detg: AmpC beta-lactamase inhibition without detergent; 0.52% of 330,000 active; Potency, µM (titrated, usually from 57.1 µM), inactives show at the top dose activity change, negative = inhibition, hits mostly inhibitors; AmpC nitrocefin hydrolysis, absorbance 480 nm, 0.0001% Triton; AID 485341; P00811;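 also: potency is read from the fitted curve at half-maximal effect; plate controls were no compound for no effect and no enzyme for full effect; nearly all actives have a fitted effect of over 20% in size; some results filed as inactive show a strong effect at the top dose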
Target sequence (P00811 whole entry, looked up): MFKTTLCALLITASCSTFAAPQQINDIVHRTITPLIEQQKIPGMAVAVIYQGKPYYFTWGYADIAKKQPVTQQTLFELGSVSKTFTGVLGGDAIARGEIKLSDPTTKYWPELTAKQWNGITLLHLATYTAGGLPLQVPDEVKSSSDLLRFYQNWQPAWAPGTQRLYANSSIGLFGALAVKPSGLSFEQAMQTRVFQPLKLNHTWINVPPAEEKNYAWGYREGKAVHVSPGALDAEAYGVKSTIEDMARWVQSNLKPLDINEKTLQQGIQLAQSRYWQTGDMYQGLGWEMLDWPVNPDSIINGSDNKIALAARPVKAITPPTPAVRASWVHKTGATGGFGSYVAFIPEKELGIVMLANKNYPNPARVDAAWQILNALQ
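AmpC (5.3 nM in the dispensed reagent) in 20 mM phosphate pH 7.0 with 0.01% (detergent screen) or 0.0001% Triton X-100 was preincubated with compounds for 15 min at room temperature. Nitrocefin was then added from an 800 uM solution, and hydrolysis was followed at 480 nm.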
HCMV inh: inhibitors of human cytomegalovirus. HFF cells, HCMV-luciferase reporter, 72 h; stronger effect = lower value. activity change, negative = inhibition, % at 57.5 µM. 4.5% of 410,000 active. AID 1259415; in the data active = activity change below about -60%; inconclusive = no clear call, values can overlap the other calls; inactive = above about -39%
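Compounds were evaluated in HFFs infected with an HCMV luciferase reporter virus (MOI 1 PFU/cell). Luciferase in lysates collected 72 h post infection served as the replication measure.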
AmpC inh detg: AmpC beta-lactamase inhibition with detergent present | P00811 | AID 485294 | AmpC hydrolysis of nitrocefin, absorbance 480 nm, 0.01% Triton | Potency, µM (top dose mostly 114 µM), for the others: top-dose activity change, negative = inhibition, usual class: inhibitors | 0.041% of 370,000 active;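 also: potency is read from the fitted curve at half-maximal effect; 0% = no-compound wells and -100% = no-enzyme wells; nearly all actives have a fitted effect of over 25% in size; some results filed as inactive show a strong effect at the top dose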
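20 mM phosphate pH 7.0 + 0.01% (detergent screen) or 0.0001% Triton X-100; 5.3 nM AmpC reagent; cpd preinc 15 min RT; nitrocefin (800 uM stock) to start; A480 q20 s × 4 min; Activity was normalised to no-enzyme and no-compound control wells.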
Starred values were filed as active, the others as inactive; ? = inconclusive; . = no result given; & = joins results of further samples; [ ] = remark or other dose. Unless noted, calls follow the shape of the dose curve; as a rule, active = well fitted curve in the direction sought with a large enough effect; inconclusive = small, poorly fitted or top-dose-only effect, or another doubt; inactive = no such curve, though single readings can be large; an effect the other way counts as inactive or inconclusive. Unless noted, % is scaled to controls: 0 for no effect and ±100 for the full control effect. No enrichment for hits; about 7.8% have a hit in one of these screens.

SMILES	AMA1 RON2 block	Sm TGR inh	Giardia FBPA inh	AmpC inh no detg	HCMV inh	AmpC inh detg
O=C(NNC(=O)C12CC3CC(CC(C3)C1)C2)c1cnccn1	11%	5%	5%	-15%	?	-1%
CCC(C)(C)NC(=O)CN(Cc1ccc(F)cc1)C(=O)CCC(=O)Nc1ccccn1	0%	5%	4%	60%	-14	1%
COc1ccc(-c2nsc(NC(=O)c3oc4cc(C)c(C)cc4c3C)n2)cc1	.	1%	.	.	?	-2%
Cc1ccc(CC(=O)Nc2ccc3c(c2)N(C)C(=O)c2ccccc2S3)cc1	.	1%	.	.	?	-1%
COc1ccccc1OCc1cc(C(=O)N(C)CCC2CCCCO2)no1 (centres undefined)	-2%	-5%	.	70%[activator]	69	6%
O=C(Nc1cccc(S(=O)(=O)N2CCOCC2)c1)c1ccc(Cl)nc1	10%	.	.	-34%	-8	.
CCNC(=O)C(=O)NCC1OCCCN1S(=O)(=O)c1ccc(F)cc1C (centres undefined)	-17%	7%	.	12%	-23	-11%
O=C(NCc1cccc(F)c1)c1ccc(NC(=O)c2nsc3ccccc23)cc1	.	3%	.	.	80	11%
COc1ccc(CC(NC(C)=O)C(=O)NC2CCN(C(=O)c3ccc(Cl)cc3)CC2)cc1 (centres undefined)	-5%	-15%	6%	55%	?	-5%
O=C(COC(=O)c1cc(Cl)cc(Cl)c1)NCCN1C(=O)CSC1=O	-8%	5%	3%	-8%	-19	-1%
CN(C)C(=O)COC(=O)c1cccc(CN2C(=O)c3ccccc3C2=O)c1	5%	0%	0%	42%	-3	-15%
CCC(C)NC(=O)Cn1c(-c2ccccc2)cc(C(C)=O)c1C (centres undefined)	-7%	59%	2%	-8%	21	5%
CCc1nc(SCC(=O)Nc2sc(C)c(C)c2C(=O)OC)c2ccccc2n1	.	-7%	8%	0%	.	?
O=C(COc1ccccc1[N+](=O)[O-])Nc1ccc(NC(=O)c2cc3ccccc3o2)cc1	1%	.	5%	4%	?	6%
O=C(Cn1ncc2c3ccccc3n(Cc3cccc(Cl)c3)c2c1=O)NCCCN1CCCCC1	.	10%	.	.	6	15%
CCCCOc1ccccc1C1C(C(N)=O)=C(C)Nc2nnnn21 (centres undefined)	9%	29%	0%	-45%	28	?
Cc1ccc(C(=O)CC2C(=O)N(c3ccccc3)C(=S)N2c2ccccc2)cc1 (centres undefined)	-11%	6%	2%	0%	13	-6%
O=C(c1cc(C2CC2)on1)N1CCN(C(c2ccccc2)c2ccccc2)CC1	-1%	0%	2%	?	-40	?
Cc1cc(C(=O)CSc2nnc(Nc3ccccc3F)s2)c(C)n1CC1CCCO1 (centres undefined)	-25%	0%[11.4 µM]	-9%	-27%	-11	-13%
COc1cccc(CNC(=O)CCC2CCCN(c3cc(C)nc(N4CCCC4)n3)C2)c1 (centres undefined)	-12%	11%	2%	38%	-17	-5%
CC(=O)Oc1cc(C)cc2oc(=O)cc(-c3ccccc3)c12	-1%	6%	-6%	-11%	-29	-28%
O=C(Sc1ccccc1)c1cccc(Cn2cc(C(F)(F)F)ccc2=O)c1	-10%	22µM*	-4%	4%	-9	5%
COc1ccccc1NC(=O)CSc1nnc(COc2ccccc2C)o1	-5%	-7%	.	0%	-14	-9%
CCCCC(=O)N1CCCC(C)C1 (centres undefined)	21%	-10%	13%	-11%	?	4%
CC(C)(C)C(=O)NCCN1C(=O)S/C(=C\c2ccc([N+](=O)[O-])cc2)C1=O	5%	4%	-3%	-6%	19	-5%
O=S(=O)(NCCc1cn2ccsc2n1)c1ccc(Cl)cc1	.	35µM*	.	.	-28	2%
COCCCN(C(=O)Nc1cccc(Cl)c1)C(C)c1ccccn1 (centres undefined)	26%	6%	0%	-1%	-3	6%
Cn1c(SCC(=O)NCc2ccco2)nnc1C1CC1	-5%	.	.	-29%	0	.
CCc1ccc(CCC(=O)Nc2nccs2)o1	-11%	32µM*	2%	-39%	36	12%
COc1ccc(NC(=O)c2cccn(CC=C(C)C)c2=O)cc1	55%[activator]	-3%	3%	37%	?	?
COc1ccc(-c2noc(CSc3nnc(-c4ccccc4)n3C)n2)cc1	4%	-2%&6%	4%	5%	-2&-10	0%&4%
CCN(CC)CCCNC(=O)c1cc(Nc2ccc(OC)cc2OC)nc2ccccc12	-5%	-22%	-9%	40%	51	0%
NC(=O)C1CCN(C(=O)/C=C/c2cccc(Br)c2)CC1	6%	4%	1%	-6%	-7	1%
CCCCCOc1ccc(/C=C/C(=O)NCCc2nc3ccccc3[nH]2)cc1OC	-4%	-5%	-16%	1%	-15	-6%
NC1=NC[C@@H](Cc2ccc(O)cc2)N1CCc1cccc2ccccc12	8%	-8%	2%	-21%	-10	-5%
CCOc1ccccc1NC(=O)C1=C(C)Nc2ncnn2C1c1ccc(C)o1 (centres undefined)	.	4%	.	.	26	0%
CCCC(=O)Nc1nnc(SCC(=O)N2C(C)CCCC2C)s1 (centres undefined)	-2%	5%	-1%	-19%	14	-14%
O=C(CSc1nc(-c2ccco2)cc(C(F)(F)F)n1)NCCCn1ccnc1	0%	-11%	3%	7%	?	?
Cc1cccc(-n2c(C)cc(C(=O)NC3CCCCC3)c2C)c1	-8%[11.6 µM]	1%	-24%	0%	38	-3%
O=C1c2ccccc2NC2(CCCC2)N1NS(=O)(=O)c1ccccc1	-15%	0%	-6%	-16%	-18	-1%
O=c1c2ccccc2nc(CSc2ncnc3nc[nH]c23)n1-c1ccccc1Cl	15%	-7%	-26%	-23%	-15	0%
Cc1ccc(NC(=O)CSc2nnc(-c3ccc([N+](=O)[O-])cc3)o2)c(C)c1	.	-2%	.	.	7	19%
O=C1C=C(c2ccc(Cl)cc2)OC2(CCCC2)O1	?	-21%	7%	-16%	44	?
Cn1ccc2ccc(C3=CC(=O)C[C@H](c4ccc(F)cc4)C3)cc21	-16%	-1%	.	15%	56	-2%
COc1ccc(OC)c(CN2CCC(Cc3ccccc3)CC2)c1	-16%	-6%	?	-4%	-8	1%
CCOc1ccc(-c2cc(C(=O)O)c3ccccc3n2)c(OCC)c1	7%	-6%	-20%	-18%	?	-1%
Cc1ccc(S(=O)(=O)c2ccc([N+](=O)[O-])cn2)cc1	-1%	0.1µM*	-27%	-18%	-95*	-11%
CCc1cccc(NC(=S)N(CCOC)C(C)c2ccco2)c1 (centres undefined)	-5%	40%[activator]	-17%	-11%	-16	6%
COc1ccc(-c2noc(CCC(=O)N(C)c3cc(Cl)ccc3OC)n2)cc1	.	4%	.	.	-24	10%
Cc1ccc(CCNC(=O)CCc2cn(Cc3ccccc3C)c3ccccc23)cc1	.	4%	.	.	-17	20%
O=C(O)C(Cc1c[nH]c2ccccc12)NS(=O)(=O)c1cccc2nsnc12 (centres undefined)	-6%	0%	-19%	-14%	62	14%
O=C(Cn1nc(C(=O)O)c2ccccc2c1=O)c1cc(F)ccc1F	-7%	0%	0%	-17%	0	5%
O=C(COC(=O)c1ccc(Br)cc1)NCC1CCCO1 (centres undefined)	-25%	.	.	-5%	42	.
O=C(C#Cc1ccccc1)Nc1ccc(F)cc1	9%	-19%	-5%	-24%	-102*	-9%
Cc1c(Cl)cccc1NC(=O)CSc1nccn1C	-7%	5%	7%	-13%	-14	0%
Cc1ccc(SC(C)C(=O)NCCC2=CCCCC2)cc1 (centres undefined)	-2%	-5%	4%	20%	7	6%
O=C(O)c1ccccc1C(=O)Nc1ccc(Oc2ccccc2)cc1	-14%	-1%	13%	12%	-16	-9%
Cc1ccccc1N1CCN(Cc2nc(Cc3ccccc3F)no2)CC1	?	-2%	1%	72%[activator]	-19	1%
CC(Cc1ccccc1)NC(=O)CCCN1C(=O)c2ccccc2C1=O (centres undefined)	11%	1%	-4%	1%	-8	0%
COc1ccc(NC(=O)/C(=C\c2ccc(F)cc2)NC(=O)c2ccco2)cc1	-5%	3%	3%	-23%	-40	-5%

Two compounds picked at random from the list so far:
SMILES	AMA1 RON2 block	Sm TGR inh	Giardia FBPA inh	AmpC inh no detg	HCMV inh	AmpC inh detg
COc1ccc(NC(=O)/C(=C\c2ccc(F)cc2)NC(=O)c2ccco2)cc1	-5%	3%	3%	-23%	-40	-5%
O=C1C=C(c2ccc(Cl)cc2)OC2(CCCC2)O1	?	-21%	7%	-16%	44	?

Next part
SMILES	AMA1 RON2 block	Sm TGR inh	Giardia FBPA inh	AmpC inh no detg	HCMV inh	AmpC inh detg
COc1ccc2oc(=O)c(C(=O)Nc3cccc(C)c3)cc2c1	8%	16%	2%	-18%	1	4%
CNC(=O)c1c(NC(=O)c2nc(SCc3ccc(C)cc3)ncc2Cl)sc2c1CCCC2	.	-1%	.	.	-20	3%
Cc1ccc(S(=O)(=O)NNC(=O)c2sc(=S)n(C)c2C)cc1	5%	4%	-3%	-16%	-8	8%
CNC(=S)NNC(=O)c1cccn(Cc2ccc(Cl)cc2Cl)c1=O	.	0%	10%	-4%	-16	-2%
Cn1nnnc1SCC(=O)NNC(=O)c1ccc(Br)cc1	54%[activator]	-3%	1%	-12%	-5	-8%
O=C1c2cccc(O)c2C(=O)c2c(O)cccc21	.	-16%	-18%&-23%	-19%	.	-6%
O=C(Nc1ccc2c(c1)C(=O)NC2=O)c1cccc(Cl)c1	0%	-26%	-12%	-21%	-8	-11%
COCCC(=O)N1CCC(Oc2ccc(C(=O)NC3CCOC(C)(C)C3)cc2)CC1 (centres undefined)	-5%	1%	2%	0%	-3	1%
O=C(Nc1ccc(Cl)c(Cl)c1)N(CCCN1CCOCC1)Cc1cccs1	-1%	1%	3%	95%[activator]	23	?
COc1ccc(-c2noc(CNS(=O)(=O)c3ccc(NC(C)=O)cc3)n2)cc1OC	-6%	3%	.	23%	-27	-13%
COc1ccc(NC(=O)Cn2c(=O)n(CCC(=O)NCCc3ccc(OC)c(OC)c3)c(=O)c3ccccc32)cc1Cl	.	5%	.	.	9	19%
Cc1[nH]c2ccccc2c1C(=O)C(=O)N1CCN(c2ccccc2)CC1	-4%	-6%	20%	1%	33	0%
CCCCCC(=O)Nc1c2c(nc3ccccc13)CCC2	-14%	-19%	12%	13%	-11	0%
NC(=O)CSc1ccc(S(=O)(=O)N2CCOCC2)cn1	-5%	-7%	.	-2%	34	-14%
Cc1ccc(C(=O)NCC(=O)Nc2ccc(C)c(S(=O)(=O)Nc3ccc(Cl)cc3)c2)s1	-12%	4%	1%	-46%	-17	6%

A second format for 3 compounds above.
Structure | AMA1 RON2 block | Sm TGR inh | Giardia FBPA inh | AmpC inh no detg | HCMV inh | AmpC inh detg
Cc1[nH]c2ccccc2c1C(=O)C(=O)N1CCN(c2ccccc2)CC1 | -4% | -6% | 20% | 1% | 33 | 0%
NC(=O)CSc1ccc(S(=O)(=O)N2CCOCC2)cn1 | -5% | -7% | . | -2% | 34 | -14%
COc1ccc2oc(=O)c(C(=O)Nc3cccc(C)c3)cc2c1 | 8% | 16% | 2% | -18% | 1 | 4%
